phage Ecoli inh = growth loss of phage-infected E. coli, primary screen, RecBCD inhibitor project, absorbance, with phage, HTS; inhibition, % at 11.9 µM; 360,000 compounds, 0.26% hits; in the data active = inhibition above about 11%
* marks the source's active call; other numbers are inactive results. A portion of the library (hit frequency here may not be typical).

phage Ecoli inh	compound
2.1	Cc1c(C(=O)NCc2ccc3c(c2)OCCO3)sc(=O)n1Cc1ccc(C(=O)N(C)C)cc1
3.5	CC(C)N(C)c1ncnc2c1ncn2[C@H]1CN(CCc2ccccc2)C[C@@H](CO)O1
1.9	O=C(Nc1nnc([C@@H]2C[C@H](O)[C@@H](CO)O2)s1)c1cccc(OC(F)(F)F)c1
0.4	CCCCNC(=O)C[C@@H]1C[C@@]2(C(=O)OCC)CCCC=C2N(Cc2ccccc2)C1=O
1.2	CC(=O)Nc1cc(-c2ccccc2N(C)C)cn2c(-c3cccc(C(F)(F)F)c3)cnc12
2.0	COc1ccc(-c2cnc(C(O)c3ccccc3)[nH]2)cc1 (stereo not drawn)
0.3	CCCCC1Cc2[nH]c(=S)[nH]c(=O)c2C(c2cccc3ccccc23)O1 (stereo not drawn)
-0.9	CCOC(=O)N1CCN(C(=O)c2[nH]c(C(F)(F)F)nc2-c2ccccc2)CC1
2.9	CCCCNC(=O)C1(C)CCCCN1C(=O)c1ccc2c(c1)CCO2 (stereo not drawn)
3.3	S=C1NCCOc2ccccc21
4.3	COC(=O)[C@H](Cc1ccccc1)NC(=O)[C@H]1O[C@@H](n2cnc3c(=O)[nH]c(N)nc32)[C@H](O)[C@@H]1O
-0.8	COc1ccc(CCN2C(=O)c3ccccc3C2c2nnnn2Cc2ccccc2)cc1OC (stereo not drawn)
3.6	Cc1noc(C)c1NC(=O)N(C)C[C@@H]1OCc2cn(nn2)CCCC(=O)N([C@@H](C)CO)C[C@H]1C
1.7	CC(C)c1ccc(CC(=O)N2CCC2(C)C(=O)NS(=O)(=O)c2cccc(C#N)c2)cc1 (stereo not drawn)
2.3	O=C(NCc1ccccc1)c1cccc2c(-c3cccnc3)coc12
0.5	COc1ccc(C2NC(=S)N(Cc3ccc(Cl)cc3)C(C)=C2C(C)=O)cc1 (stereo not drawn)
1.4	COc1ccc2c(c1)[C@@]1(OCCC=C[C@H]1C)C(=O)N2Cc1ccccc1C(F)(F)F
1.6	CCCCCCN1CCN(C2CN(Cc3cn(CCCCCC)nn3)S(=O)(=O)C2)CC1 (stereo not drawn)
2.2	Nc1[nH]c(C(=O)c2ccccc2)c(-c2ccccn2)c1C(=O)c1c[nH]c2ccc(F)cc12
1.9	COc1cccc(CNC(=O)[C@H]2CCCN2C(=O)[C@H]2CCCN2C(=O)c2ccc(OC(F)(F)F)cc2)c1
6.0	Cc1cccc(C)c1NC(=O)C(c1ccncc1)n1c(=O)c(-c2cc3ccccc3[nH]2)nc2ccccc21 (stereo not drawn)
3.6	COc1ccc(NC(=O)c2cc(C3CCCCN3S(=O)(=O)c3ccc(F)cc3F)on2)c(C)c1 (stereo not drawn)
1.9	CC(=O)c1ccc(Nc2nc(C(N)CCc3ccccc3)cs2)cc1 (stereo not drawn)
3.5	CCCNC(=O)C1(C)CCCN(C(=O)c2cc(F)ccc2C)C1 (stereo not drawn)
1.9	CC(C)(C)N1C(=O)c2ccccc2NC(=O)C1C(=O)Nc1ccc2c(c1)OCCO2 (stereo not drawn)
2.1	NC(=O)c1c(N)[nH]c(C(=O)c2ccccc2)c1-c1ccc(Br)cc1
3.5	CCC(=O)N1CCC1(C)C(=O)Nc1ccc(Cl)c(Cl)c1 (stereo not drawn)
-0.1	CC(C)=CCOc1ccc2c(C)c(CCC(=O)N3C[C@H]4C[C@@H](C3)c3cccc(=O)n3C4)c(=O)oc2c1C
3.9	COc1ccc(-c2cnc(C(O)c3ccc(OC)c(F)c3)[nH]2)cc1 (stereo not drawn)
3.5	Cc1c(-c2ccccc2)nnn1-c1ccc(F)c(Cl)c1
1.2	COc1ccc(CC(N)c2csc(NC(=O)c3ccc(OC)cc3)n2)cc1 (stereo not drawn)
-2.9	COC(=O)[C@]12CCCCC=C1N(Cc1ccco1)C(=O)[C@H](CC(=O)N1CCCCC1)C2
3.7	N#CCC1(O)C(=O)Nc2ccccc21 (stereo not drawn)
3.0	COc1ccc(-c2c(C(=O)c3ccccc3)[nH]c(N)c2C(=O)NC2CC2)cc1OC
1.9	Cc1ccc(C(O)c2ncc(-c3ccccc3C)[nH]2)cc1F (stereo not drawn)
2.9	CO[C@@H]1CN(C)C(=O)c2cc(NC(=O)NC3CCCCC3)ccc2OC[C@@H](C)N(CC2CCOCC2)C[C@@H]1C
-0.5	COC(=O)C[C@@H]1OC[C@H](Cc2ccccc2)N1S(=O)(=O)c1ccc(C)cc1
2.6	OC[C@H]1O[C@@H](c2nc(-c3ccc(CN4CCOCC4)cc3)no2)[C@H](O)[C@@H](O)[C@H]1O
-1.8	O=C(NCCO)c1cccc(-c2cnc3c(Nc4cccc(OC(F)(F)C(F)F)c4)nccn23)c1
1.9	COc1cccc(C(=O)Nc2ccc3c(c2)OC[C@H](C)N(CCc2ccccc2)C[C@@H](C)[C@@H](OC)CN(C)C3=O)c1
1.4	CC(C)c1cccc(C(C)C)c1Nc1cn[nH]c1
2.5	O=C1NC[C@H](CCCCN2CCN(CCC3CCCCC3)C(=O)C2=O)N(CCc2ccccc2)C1=O
2.3	C[C@H]1Cn2cnc(C(=O)N3CCN(C(=O)OC(C)(C)C)CC3)c2C(=O)N1
3.1	CC(C)Cn1cc(-c2cccc3nccn23)cn1
1.3	CCN(CC)C(=O)c1cccc(-c2csc(C(O)c3ccc(F)c(F)c3)n2)c1 (stereo not drawn)

Structures above that have an aryl methoxy group:
phage Ecoli inh	compound
2.0	COc1ccc(-c2cnc(C(O)c3ccccc3)[nH]2)cc1 (stereo not drawn)
-0.8	COc1ccc(CCN2C(=O)c3ccccc3C2c2nnnn2Cc2ccccc2)cc1OC (stereo not drawn)
0.5	COc1ccc(C2NC(=S)N(Cc3ccc(Cl)cc3)C(C)=C2C(C)=O)cc1 (stereo not drawn)
1.4	COc1ccc2c(c1)[C@@]1(OCCC=C[C@H]1C)C(=O)N2Cc1ccccc1C(F)(F)F
1.9	COc1cccc(CNC(=O)[C@H]2CCCN2C(=O)[C@H]2CCCN2C(=O)c2ccc(OC(F)(F)F)cc2)c1
3.6	COc1ccc(NC(=O)c2cc(C3CCCCN3S(=O)(=O)c3ccc(F)cc3F)on2)c(C)c1 (stereo not drawn)
3.9	COc1ccc(-c2cnc(C(O)c3ccc(OC)c(F)c3)[nH]2)cc1 (stereo not drawn)
1.2	COc1ccc(CC(N)c2csc(NC(=O)c3ccc(OC)cc3)n2)cc1 (stereo not drawn)
3.0	COc1ccc(-c2c(C(=O)c3ccccc3)[nH]c(N)c2C(=O)NC2CC2)cc1OC
1.9	COc1cccc(C(=O)Nc2ccc3c(c2)OC[C@H](C)N(CCc2ccccc2)C[C@@H](C)[C@@H](OC)CN(C)C3=O)c1

(cont.)
phage Ecoli inh	compound
2.9	CCc1nc2ccc(C(=O)N3CCN(C(=O)c4ccco4)CC3)cn2c1N(C)Cc1nccn1C
3.9	CCCS(=O)(=O)NC(=O)C1(C)CCN(C(=O)c2snnc2C)C1 (stereo not drawn)
0.5	COc1ccc(C2CC(=O)C(c3cccc(C)c3)=CN2Cc2ccccc2)cc1 (stereo not drawn)
1.7	CC(=O)Nc1ccc(-c2ccnc3c2CC(C(=O)NCC2CCOCC2)O3)cc1 (stereo not drawn)
-1.5	CCOC(=O)[C@]12CCCC=C1N(Cc1ccc(Cl)cc1Cl)C(=O)[C@H](CC(=O)N1CCN(C(=O)c3ccco3)CC1)C2
3.5	COCc1cc(N2CCNC[C@@H]2C)ccc1N1CCN(Cc2ccccc2)[C@H](C)C1
6.2	CC(O)(c1cccc(F)c1)c1nc(-c2ccc3ccccc3c2)cs1 (stereo not drawn)
2.0	Cc1cccc(C)c1NC(=O)C1(C)CSCC(=O)N1Cc1cccc(F)c1 (stereo not drawn)
2.2	COc1ccc(NC(=O)C2Cc3c(-c4cccc(C(C)=O)c4)ccnc3O2)cn1 (stereo not drawn)
4.1	O=C(NCc1ccccc1)[C@H]1CCCN1C(=O)[C@H]1CCCN1C(=O)c1cccc(Cl)c1
2.0	N#Cc1cccc(-c2csc(C(O)(c3ccccc3)C(F)(F)F)n2)c1 (stereo not drawn)
1.8	Cc1cc(Br)cn2c(Cc3ccccc3)c(-c3cccc(Br)c3)nc12
0.0	CCCCN(C=O)c1c(CC)nc2ccc(C(=O)NCCN(C)C)cn12
0.5	CN(C)c1ncnc2c1ncn2[C@H]1CN(Cc2ccc(-c3ccccc3)cc2)C[C@@H](CO)O1
2.6	COCCNC(=O)C1CCCN(C(=O)c2cc(C(C)(C)C)nn2C)CC1 (stereo not drawn)
3.0	COCCNC(=O)C1(C)CCCN(C(=O)c2ccccc2F)C1 (stereo not drawn)
2.3	CSc1ccc(OC2(C)CCN(Cc3ccc(-c4ccccn4)cc3)C2)cc1 (stereo not drawn)
2.6	C=CCN=C1NC(c2ccccc2)C(C(=O)OC)=C(C)N1Cc1cccc(C(F)(F)F)c1 (stereo not drawn)
3.5	COc1ccc(SSc2ccc(OC)cc2C(=O)O)c(C(=O)O)c1
0.1	Cc1ccc2nc(C3CCCCC3)c(Cc3ccccc3)n2c1
2.7	CC(C)C[C@@H]1COc2cccc(N3CCC[C@@H]3CO)c2S(=O)(=O)N1
1.4	CCOc1ccc2nc(S(=O)(=O)NC(=O)C3(C)CCN3C(=O)c3cc(C)n(C)n3)sc2c1 (stereo not drawn)
0.9	N#Cc1ccc(Nc2nc(-c3ccccc3)cs2)cc1
3.0	COc1cc(C(=O)N2CCC2(C)C(=O)O)cc(OC)c1OC (stereo not drawn)
2.1	O=C(OC1CC2CC1[C@H]1CCCCN1C2=O)N1CCN(S(=O)(=O)c2ccccc2)CC1 (stereo partly drawn)
1.8	CNC(=O)OCc1snc(-c2ccccc2)c1COC(=O)NC
0.5	CCNC(=O)C1(C)CCN(C(=O)c2ccccc2OC(F)(F)F)C1 (stereo not drawn)
3.4	COC(=O)c1ccc(CSc2nc3c(c(=O)[nH]2)CCC3)cc1
3.0	CCCCNC(=O)C1c2ccccc2OCC(=O)N1Cc1ccc2c(c1)OCO2 (stereo not drawn)
2.2	CN1CCN(c2cc(-c3ccc4ccccc4c3)nc3ccnn23)CC1

Brought forward from above: 4 compounds, followed by the next part.
phage Ecoli inh	compound
0.5	CCNC(=O)C1(C)CCN(C(=O)c2ccccc2OC(F)(F)F)C1 (stereo not drawn)
3.4	COC(=O)c1ccc(CSc2nc3c(c(=O)[nH]2)CCC3)cc1
3.0	CCCCNC(=O)C1c2ccccc2OCC(=O)N1Cc1ccc2c(c1)OCO2 (stereo not drawn)
2.2	CN1CCN(c2cc(-c3ccc4ccccc4c3)nc3ccnn23)CC1
1.3	O=C(C[C@@H]1CC[C@@H]2[C@H](COC[C@@H](O)CN2Cc2cc(F)ccc2F)O1)NCc1ccc(F)cc1
2.3	CC(C)(C)OC(=O)Nc1ccccc1-n1nnnc1C(C(=O)c1ccccc1)N1CCN(c2ccccn2)CC1 (stereo not drawn)
2.1	COc1cccc(C(NC(C)=O)c2nc(-c3ccc(F)c(Cl)c3)cs2)c1 (stereo not drawn)
1.2	NC(=O)c1cccc(-c2coc3c(C(=O)NCc4ccccc4)cccc23)c1
1.0	Cc1onc(-c2ccccc2)c1C(=O)N1CCN(C(=O)C(=O)c2cccc(C(F)(F)F)c2)CC1
2.8	O=C(Nc1ccc(Cl)cc1)c1ccc2sc([C@@H]3O[C@H](CO)[C@@H](O)[C@H]3O)nc2c1
1.4	c1ccc(-c2nc(NCC3CC3)nc3ccsc23)cc1
0.9	CC1(c2nc3ccccc3[nH]2)CCC2=Nc3ccccc3CN21 (stereo not drawn)
-0.9	CC1(C(=O)Nc2cnc3ccccc3c2)CCN1Cc1ccccc1Cl (stereo not drawn)
3.0	O=CNc1cc(-c2ccc(C(=O)NC3CC3)cc2)cn2c(-c3ccccc3)cnc12
2.5	O=C(NCc1ccncc1)[C@@H]1CCCN1C(=O)[C@@H]1CCCN1C(=O)c1cccc2ccccc12
2.7	Cc1cn([C@H]2C[C@H](O)[C@@H](/C=C/C(=O)NCCc3ccc4ccccc4c3)O2)c(=O)[nH]c1=O
-0.5	O=C(Cn1cc2c(n1)CCCCC2)Nc1ccc(F)cc1F
2.4	Cc1cccc(NC(=O)CNC(=O)[C@@H](Cc2ccccc2)NC(=O)[C@H]2O[C@@H](n3ccc(=O)[nH]c3=O)[C@H](O)[C@@H]2O)c1C
-0.5	Fc1ccc(-c2nc3ccc(Br)cn3c2Cc2cccc(Cl)c2)cc1
2.2	CN1OC[C@@H]2CN(Cc3ccc(Cl)cc3)[C@H](c3ccc(N4CCCCC4)cc3)C[C@@H]21
-0.9	CCc1nc2ccc(C(=O)Nc3ccc(OC)c(OC)c3)cn2c1N(C)Cc1cccs1
2.3	C[C@H](NC(=O)C[C@@H]1C[C@@H]2c3cc(NC(=O)C4CCC4)ccc3O[C@@H]2[C@@H](CO)O1)c1ccccc1
1.7	CC(=O)Nc1cc(-c2ccc(N3CCN(C)CC3)cc2)cn2c(-c3ccc(F)c(Cl)c3)cnc12
3.2	CC1(C(=O)Nc2cccc(C#N)c2)CCN1C(=O)CCc1ccccc1 (stereo not drawn)
0.2	CC1=C(C(=O)N(C(C)C)C(C)C)CC(CC(=O)NCCc2ccccn2)C(=O)N1Cc1ccc(F)cc1 (stereo not drawn)
1.6	COc1cccc(Nc2nc(C(N)COCc3ccccc3)cs2)n1 (stereo not drawn)
-0.5	COc1cccc(CNc2nc3cc(-c4cccc(C(F)(F)F)c4)sc3c(=O)n2C)c1OC
3.2	COc1cc(C)ccc1S(=O)(=O)NC(=O)C1(C)CCN1C(=O)Cc1ccc(Cl)cc1Cl (stereo not drawn)
4.4	CN1CCN([C@H]2CS(=O)(=O)N[C@@H]2COCc2ccccc2)CC1
-0.7	O=C(NCc1cccc(F)c1)Nc1nnc([C@@H]2C[C@H](O)[C@@H](CO)O2)s1
1.5	COc1ccc(OCC2CN(C3CCCC3)S(=O)(=O)CCO2)cc1 (stereo not drawn)
2.4	Cc1cc2nc(-c3cccc(Cl)c3)c(CC(C)(C)C)n2c(C)c1Br
2.5	C(=C\c1ccccc1)/CN1CCN(C(c2nnnn2Cc2ccccc2)C2CC2)CC1 (stereo not drawn)
2.9	O=C(NC1CCCCC1)C(c1cc2ccccc2o1)n1c(=O)c(-c2ccco2)nc2ccccc21 (stereo not drawn)
3.0	Cc1cc(C)cc(C(O)c2ncc(-c3ccccc3Cl)[nH]2)c1 (stereo not drawn)
2.6	C#CCNC(=O)C[C@@H]1C[C@@]2(C(=O)OC)CCCCC=C2N(Cc2cccc3ccccc23)C1=O

Source: PubChem BioAssay (The Scripps Research Institute Molecular Screening Center)
